Screening results from PubChem BioAssay.
FBW7 activator – FBW7 E3 ligase activators, primary screen, biochemical, AlphaScreen, human. normalized activity (activation), % at 26.1 µM. F-box/WD repeat-containing protein 7 (Homo sapiens), Q969H0. AID 1259310, 2017. AlphaScreen FBW7–phospho-cyclin E peptide binding, activator screen. hit rate 0.13% among 650,000; in the data active = normalized activity above about 1.9%;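 note: purified mutant Fbw7 with reduced substrate affinity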
GPR151 ag – activators of human GPR151, primary screen, cell-based, PathHunter beta-arrestin, luminescence | hit rate 1% among 650,000 | G-protein coupled receptor 151 (Homo sapiens), Q8TDV0 | AID 1508602, 2020 | activation, % at 11.2 µM | PathHunter beta-arrestin GPR151 cells; in the data active = activation above about 4.9%;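 note: 0% = median of compound wells and 100% = cells with positive control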
Target sequence (Q8TDV0 whole entry, looked up): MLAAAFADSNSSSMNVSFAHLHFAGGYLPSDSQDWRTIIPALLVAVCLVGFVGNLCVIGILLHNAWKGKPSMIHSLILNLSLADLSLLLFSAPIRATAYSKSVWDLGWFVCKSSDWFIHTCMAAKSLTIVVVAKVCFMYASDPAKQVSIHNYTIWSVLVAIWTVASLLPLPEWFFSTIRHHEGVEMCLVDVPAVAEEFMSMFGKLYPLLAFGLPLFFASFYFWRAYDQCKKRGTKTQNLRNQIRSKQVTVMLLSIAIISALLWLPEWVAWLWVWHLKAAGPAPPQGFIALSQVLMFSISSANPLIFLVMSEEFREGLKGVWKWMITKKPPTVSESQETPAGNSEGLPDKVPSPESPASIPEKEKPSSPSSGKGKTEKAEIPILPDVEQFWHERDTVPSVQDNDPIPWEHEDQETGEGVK
MITF inh – MITF inhibitors, primary screen, biochemical, AlphaScreen, human. Microphthalmia-associated transcription factor (Homo sapiens), O75030. AlphaScreen MITF homodimerization, bead proximity signal. inhibition, % at 2.6 µM. hit rate 0.91% among 650,000. AID 1259374, 2018; in the data active = inhibition above about 50%;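 note: 0% = vehicle wells with protein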
Target sequence (O75030 whole entry, looked up): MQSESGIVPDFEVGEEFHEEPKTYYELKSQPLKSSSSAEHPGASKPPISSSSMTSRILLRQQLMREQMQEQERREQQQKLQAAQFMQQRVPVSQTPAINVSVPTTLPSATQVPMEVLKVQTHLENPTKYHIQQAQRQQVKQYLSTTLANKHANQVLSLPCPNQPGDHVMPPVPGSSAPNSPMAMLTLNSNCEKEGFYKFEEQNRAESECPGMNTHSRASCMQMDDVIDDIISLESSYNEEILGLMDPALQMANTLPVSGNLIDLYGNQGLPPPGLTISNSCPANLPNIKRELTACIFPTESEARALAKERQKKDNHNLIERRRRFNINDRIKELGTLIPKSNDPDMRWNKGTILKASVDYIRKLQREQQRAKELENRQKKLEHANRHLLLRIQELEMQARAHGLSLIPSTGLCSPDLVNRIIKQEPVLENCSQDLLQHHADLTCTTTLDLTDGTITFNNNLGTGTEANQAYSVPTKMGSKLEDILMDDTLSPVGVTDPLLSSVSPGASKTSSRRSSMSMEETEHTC
TEAD-YAP inh – TEAD-YAP interaction inhibition, primary screen, TEAD-YAP interaction inhibitor project, luminescence, HEK-TIYL cells; AID 1259422, 2018; TEAD-Gal4/YAP UAS-luciferase luminescence; hit rate 1.4% among 640,000; inhibition, % at 9.12 µM; in the data active = inhibition above about 32%;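 note: 0% = median of test compound wells and 100% = reference inhibitor wells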
An asterisk follows results filed as active; x = no result given. An unsorted share of the library; about 3.4% have a hit in one of these screens.

mol,FBW7 activator,GPR151 ag,MITF inh,TEAD-YAP inh
CCCCCOC(=O)CSc1nnc2n(-c3ccc(OC)cc3)c(=O)c3c4c(sc3n12)CCCCC4,0.2,-1.4,-4,3
O=C(NC(=S)N1CCCCCC1)c1cccs1,-0.1,0.2,-6,9
O=c1c2sccc2nc(SCc2ccc([N+](=O)[O-])cc2)n1-c1ccc(F)cc1,-0.1,0.7,-18,-13
COc1cc(C2C(C#N)=C(N)Oc3n[nH]c(-c4ccc(Br)cc4)c32)ccc1OC(=O)c1ccco1 (stereo unspecified),-0.4,-0.5,9,1
CC(Nc1cc(Cl)ccc1[N+](=O)[O-])C12CC3CC(CC(C3)C1)C2 (stereo unspecified),0.0,2.4,0,-2
O=C(NC12CC3CC(CC(C3)C1)C2)NC12CC3CC(CC(C3)C1)C2,0.2,-0.7,8,-5
O=C(Nc1ccc(OCc2ccccc2)cc1)c1ccc(CN2CCOCC2)cc1,0.1,1.1,7,49*
CCC(C)NC(=O)c1sc2ncnc(N(CC)CC)c2c1C (stereo unspecified),-0.1,0.8,-1,1
O=C1CC(c2cc([N+](=O)[O-])ccc2Cl)C2=C(CC(c3ccc(F)cc3)CC2=O)N1 (stereo unspecified),0.6,0.2,21,3
OC[C@H]1O[C@H](C#Cc2ccccc2)C=C[C@H]1O,-0.1,3.0,0,x
COc1ccc(N(C(=O)c2snc(C(N)=O)c2N)C(C)C(=O)NC(C)(C)C)cc1OC (stereo unspecified),0.2,-1.6,25,-6
CN(CCc1ccccn1)C(=O)CCC1CCCN(C(=O)C2=CC(=O)CC(C)(C)O2)C1 (stereo unspecified),0.1,-0.5,-3,2
OCCC1CN(Cc2ccc3ncccc3c2)CCN1Cc1ccc(F)cc1 (stereo unspecified),-0.1,0.4,5,-11
O=C(Nc1ncc([N+](=O)[O-])s1)C(F)F,-0.1,-0.2,14,3
COc1ccc(C2(CNS(=O)(=O)/C=C/c3ccccc3)CCCC2)cc1,0.2,0.2,4,11
C/C(=N\NC(=O)C(O)(c1ccccc1)c1ccccc1)c1ccccc1,0.4,1.8,6,-6
CCCCNC(=O)CCC(=O)Nc1ncc(-c2ccc(C)cc2)n1C,-0.2,0.5,2,-8
Nc1nc(SCC(=O)Nc2ccc(S(=O)(=O)N3CCOCC3)cc2)n[nH]1,-0.2,-0.7,4,0
CCCS(=O)(=O)c1c(S(=O)(=O)CCC)c2c3ccccc3ccn2c1C(=O)c1ccc(F)cc1,-0.1,0.3,-3,2
CCCCOC(=O)C1=C(C)NC2=C(C(=O)CC(C)(C)C2)C1c1cc(OC)ccc1OC (stereo unspecified),-0.1,0.4,-4,3
CCOC(=O)c1sc2[nH]c(=S)n(CCNC(C)=O)c(=O)c2c1C,-0.3,0.4,1,2
CC(C)=C1C2C=CC1C1C(=O)N(c3ccc4c(c3)OCO4)C(=O)C21 (stereo unspecified),-0.2,-1.4,-5,5
Cc1[nH]n(-c2ccc([N+](=O)[O-])cc2)c(=O)c1C=NCC1CCCO1 (stereo unspecified),-0.1,-6.4,-2,-13
CSc1nc(C(=O)N2CCOc3ccc(CN4CCN(C(C)=O)CC4)cc3C2)cs1,-0.1,1.4,1,-4
CCCCn1c(CNC(=O)c2ccc([N+](=O)[O-])cc2)nnc1SCC(=O)Nc1sc2c(c1C(=O)OCC)CCC2,0.0,-0.7,-3,-3
COc1ccc(C2(CNC(=O)c3ccccc3[N+](=O)[O-])CCCC2)cc1OC,0.3,0.8,10,-14
C=CCOCn1cc(C)c(=O)[nH]c1=O,-0.1,-0.9,-5,-1
CCCCN(C)CCNC(=O)c1cc2c(C)nc3ccccc3c2o1,-0.1,0.3,9,9
COc1cccc(C(=O)N2C(C)CCCC2C)c1 (stereo unspecified),-0.2,-0.5,-2,3
CCCC(=O)Nc1cc(-c2nc3ccc(C)cc3o2)ccc1Cl,1.1,-0.4,9,-2

By substructure, the compounds so far with a Cl atom.
mol,FBW7 activator,GPR151 ag,MITF inh,TEAD-YAP inh
CC(Nc1cc(Cl)ccc1[N+](=O)[O-])C12CC3CC(CC(C3)C1)C2 (stereo unspecified),0.0,2.4,0,-2
O=C1CC(c2cc([N+](=O)[O-])ccc2Cl)C2=C(CC(c3ccc(F)cc3)CC2=O)N1 (stereo unspecified),0.6,0.2,21,3
CCCC(=O)Nc1cc(-c2nc3ccc(C)cc3o2)ccc1Cl,1.1,-0.4,9,-2

The listing continues:
mol,FBW7 activator,GPR151 ag,MITF inh,TEAD-YAP inh
Cn1c(NN)nc2sc3c(c2c1=O)CCCC3,-0.4,0.3,-2,0
CC1CCc2c(sc3nc(C(C)C)nc(NN)c23)C1 (stereo unspecified),0.1,-0.2,8,3
N#Cc1cc(Br)ccc1N=C1CCCN1Cc1ccccc1,0.1,0.9,-15,-18
CC(C)[C@H](O)C(=O)N1CCCC(C(=O)Nc2ccc3[nH]ncc3c2)C1 (stereo partly specified),-0.1,1.1,-3,6
O=C(Nc1ccc2c(c1)OCCO2)Nc1nnc(N2CCCCC2)s1,-0.1,0.1,-10,4
COc1ccc(C(C)=O)cc1COC(=O)c1cc(S(=O)(=O)N2CCOCC2)ccc1C,0.0,-0.4,-10,-10
COc1ccc2c(-c3ccccc3)cc(=O)oc2c1OC,-0.1,-1.9,4,-15
COc1ccc(-c2noc(CC(=O)N3CCCC(C)C3)n2)cc1 (stereo unspecified),0.0,2.2,5,-19
Cc1nn(C)c(C)c1-c1nc(NCCO)c2ncn(-c3ccsc3)c2n1,0.2,-0.5,8,43*
CCOc1cc(/C=C2\C(=O)N(Cc3ccc(C)cc3)C(C)=C2C(=O)OC)ccc1O,0.1,-1.0,3,-1
O=C(Nc1ccc(Br)cc1)c1ccc(Br)o1,-0.1,-0.7,-13,-51
CCCCOc1ccc(C(=O)NCCNC(=O)c2nonc2N)cc1,0.3,0.5,8,3
CCc1ccc(NC(=O)CSCc2ccccc2)cc1,0.0,-1.4,20,-58
C=Cn1c2ccccc2n2cc(C)nc12,0.1,0.3,-3,0
COC(=O)c1ccccc1NC(=O)COc1ccccc1C(C)C,-0.3,1.5,-8,0
CCOc1ccc(C(=O)NC(=S)Nc2ccc(C(=O)OC)cc2)cc1[N+](=O)[O-],0.0,0.2,-18,8
CCOCCOC(=O)C(C)Oc1ccc2c3c(c(=O)oc2c1C)CCC3 (stereo unspecified),0.1,0.0,4,-5
COc1ccc(NC(=O)CN2CCN(C)CC2)cc1,0.0,-2.2,27,0
O=C(Cc1cccc(F)c1)NCc1nnc2n1CCN(Cc1cc3ccccc3[nH]1)CC2,-0.1,-0.2,-1,4
C#CCNC(=O)/C=C/c1ccc2c(c1)OCO2,0.0,-3.1,10,-23
Cc1sc2ncn(CC(=O)NCCCN3CCOCC3)c(=O)c2c1S(=O)(=O)N1CCOCC1,0.1,-0.5,-3,4
COc1ccc(OCCOCCNC(C)C)cc1,-0.1,-0.5,-3,2
CC(=O)NC1=NC(=O)/C(=C/c2ccc(F)cc2)S1,-0.1,-1.8,3,-28
O=S(=O)(NCCc1ccccn1)c1ccc(F)c(F)c1,-0.1,-1.0,-7,-11
CC1CCc2c(sc3nc(CN4CC(C)OC(C)C4)[nH]c(=O)c23)C1 (stereo unspecified),0.1,2.2,0,0
CC(Oc1ccc(Br)cc1)C(=O)NCc1ccc2c(c1)OCO2 (stereo unspecified),-0.1,-0.3,0,9
COc1ccc(C(=O)Nc2nnc(C3CCCCC3)s2)cc1OC,0.3,-0.4,-1,-1
Cc1cc(CNC(=O)CCc2nnc(CCCCc3ccccc3)o2)nn1C,-0.2,0.2,1,0
O=C(CSc1nnc(N2C(=O)c3ccccc3C2=O)s1)NC1CC1,0.2,-0.5,11,17
Cc1sc2ncnc(NCCCN3CCOCC3)c2c1C,0.2,-1.5,0,-12

In the list so far, six contain an aryl thioether with sulfur outside any ring.
mol,FBW7 activator,GPR151 ag,MITF inh,TEAD-YAP inh
CCCCCOC(=O)CSc1nnc2n(-c3ccc(OC)cc3)c(=O)c3c4c(sc3n12)CCCCC4,0.2,-1.4,-4,3
O=c1c2sccc2nc(SCc2ccc([N+](=O)[O-])cc2)n1-c1ccc(F)cc1,-0.1,0.7,-18,-13
Nc1nc(SCC(=O)Nc2ccc(S(=O)(=O)N3CCOCC3)cc2)n[nH]1,-0.2,-0.7,4,0
CSc1nc(C(=O)N2CCOc3ccc(CN4CCN(C(C)=O)CC4)cc3C2)cs1,-0.1,1.4,1,-4
CCCCn1c(CNC(=O)c2ccc([N+](=O)[O-])cc2)nnc1SCC(=O)Nc1sc2c(c1C(=O)OCC)CCC2,0.0,-0.7,-3,-3
O=C(CSc1nnc(N2C(=O)c3ccccc3C2=O)s1)NC1CC1,0.2,-0.5,11,17

One compound at a time (already shown).
Shown for CC1CCc2c(sc3nc(C(C)C)nc(NN)c23)C1 (stereo unspecified) : FBW7 activator: 0.1; GPR151 ag: -0.2; MITF inh: 8; TEAD-YAP inh: 3
Shown for CCOCCOC(=O)C(C)Oc1ccc2c3c(c(=O)oc2c1C)CCC3 (stereo unspecified) : FBW7 activator: 0.1; GPR151 ag: 0.0; MITF inh: 4; TEAD-YAP inh: -5
Shown for COc1ccc(NC(=O)CN2CCN(C)CC2)cc1 : FBW7 activator: 0.0; GPR151 ag: -2.2; MITF inh: 27; TEAD-YAP inh: 0

Going on with the list:
mol,FBW7 activator,GPR151 ag,MITF inh,TEAD-YAP inh
Cc1c(-n2c(=O)c(C#N)cc3c(=O)n4ccccc4nc32)c(=O)n(-c2ccccc2)n1C,0.2,1.8,5,0
Cc1ccc(S(=O)(=O)N(CC(=O)Nc2ccc3c(c2)OCO3)c2cccc(Br)c2)cc1,0.0,-0.3,-7,-5
COc1ccccc1/C=C/C1=NC(=C\c2ccc(OC)c(OC)c2)/C(=O)O1,0.2,0.6,4,-3
Cc1cc(Br)cc(C)c1NC(=O)c1ccco1,0.2,0.0,-16,-1
COc1ccc(C(=O)c2sc3nc(-c4ccccc4)cc(C(F)(F)F)c3c2N)cc1,0.1,-0.5,4,-3
O=C(Nc1ccc([N+](=O)[O-])cc1)c1c(F)cccc1F,0.0,0.1,14,-46
COc1ccc(/C(C)=N/OC(=O)c2ccc(Br)cc2)cc1,0.1,-0.5,4,-1
O=C(OCc1nc2ccccc2s1)c1ccc(Br)o1,0.1,-0.2,5,-1
COc1ccccc1/C=C/C(=O)NCC(=O)N/N=C(\C)c1cccc(Br)c1,-0.1,1.3,6,12
COc1ccc(C(NC(=O)NCC2CCCO2)C(Cl)(Cl)Cl)cc1F (stereo unspecified),0.1,0.3,-3,9
N#Cc1cccc(NC(=O)CC(NC(N)=O)c2ccccc2Cl)c1 (stereo unspecified),0.1,2.7,5,8
COc1cc(/C=C2/C(=N)N3OC(C)=CC3=NC2=O)ccc1OC(=O)c1ccccc1Cl,0.1,0.0,8,11
COc1ccc(-c2cc(C(=O)N3CCC4(CC3)NC(=O)c3ccccc3N4)[nH]n2)cc1,0.3,0.7,-1,8
CCOC(=O)C(=O)/C=C1/N(C)c2ccccc2C1(C)C,0.0,0.8,11,5

A few values from the entries so far:
Reading for COc1ccccc1/C=C/C1=NC(=C\c2ccc(OC)c(OC)c2)/C(=O)O1 in MITF inh: 4
Reading for COc1cc(/C=C2/C(=N)N3OC(C)=CC3=NC2=O)ccc1OC(=O)c1ccccc1Cl in FBW7 activator: 0.1
